NOD2-RIPK2 inh: blocks binding of human NOD2 to RIPK2 | inhibition, % at 4.98 µM | AID 624267 | CHO BLA complementation NOD2-RIPK2, CCF4 ratio | O43353 | hit rate 0.38% among 360,000; in the data active = inhibition above about 21%;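 note: 0% = vehicle only and 100% = reference blocker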
Target sequence (O43353 whole entry, looked up): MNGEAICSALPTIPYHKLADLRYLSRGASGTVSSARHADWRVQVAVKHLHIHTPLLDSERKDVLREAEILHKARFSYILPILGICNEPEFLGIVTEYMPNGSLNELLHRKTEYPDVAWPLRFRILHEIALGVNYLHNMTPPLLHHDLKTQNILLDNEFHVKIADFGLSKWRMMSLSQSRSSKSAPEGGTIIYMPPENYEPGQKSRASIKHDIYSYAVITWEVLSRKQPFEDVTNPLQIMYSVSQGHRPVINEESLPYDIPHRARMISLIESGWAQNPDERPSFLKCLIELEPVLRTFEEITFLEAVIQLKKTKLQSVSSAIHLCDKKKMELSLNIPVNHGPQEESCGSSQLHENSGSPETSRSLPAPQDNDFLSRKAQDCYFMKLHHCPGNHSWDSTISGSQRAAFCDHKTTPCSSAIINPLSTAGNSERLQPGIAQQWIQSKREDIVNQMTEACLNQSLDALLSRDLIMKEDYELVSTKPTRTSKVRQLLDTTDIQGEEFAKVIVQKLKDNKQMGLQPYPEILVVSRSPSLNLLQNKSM
TLR9-MyD88 inh: inhibitors of human TLR9-MyD88 binding. Q9NR96+Q99836. CHO BLA complementation TLR9-MyD88, CCF4 FRET ratio. inhibition, % at 4.98 µM. hit rate 0.21% among 340,000. AID 504734;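 active = inhibition above the mean over all tested compounds plus 3 SD, cut at about 21% in these data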;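 note: 0% = DMSO only wells and 100% = clavulanate BLA inhibitor control wells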
NCOA1 inh: inhibitors of human steroid receptor coactivator 1 (SRC1); Q15788; HEK293 GAL4-SRC1 luciferase reporter, luminescence; inhibition, % at 3.6 µM; hit rate 0.12% among 360,000; AID 588354;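 active = inhibition above the campaign mean plus 3 SD, with each screening campaign given its own cutoff, cut at about 60% in these data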;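 note: 0% = DMSO treated cells and 100% = gossypol at 36 µM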
MC4R antag cAMP: antagonists of human melanocortin 4 receptor (MC4R); MC4R-expressing cells, MTII-stimulated cAMP, LANCE TR-FRET; hit rate 0.48% among 360,000; P32245; inhibition, % at 6.5 µM;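 active = inhibition above its plate's cutoff, the mean of tested wells on that plate plus 3 SD, cut at about 29% in these data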;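 note: 0% = Melanotan II alone and 100% = Melanotan II plus saturating MCL0020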
Target sequence (P32245 whole entry, looked up): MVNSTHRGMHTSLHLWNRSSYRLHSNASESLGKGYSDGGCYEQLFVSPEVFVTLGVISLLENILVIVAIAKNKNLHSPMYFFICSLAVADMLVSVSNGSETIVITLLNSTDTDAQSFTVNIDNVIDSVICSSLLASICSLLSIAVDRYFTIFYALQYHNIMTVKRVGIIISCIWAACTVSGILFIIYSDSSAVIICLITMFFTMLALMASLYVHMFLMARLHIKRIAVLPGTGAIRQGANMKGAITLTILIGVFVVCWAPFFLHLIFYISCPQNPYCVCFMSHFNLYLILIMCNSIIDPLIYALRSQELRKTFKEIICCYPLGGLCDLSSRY
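Assay system: U2OS-MC4R stable cell line; Also added: Melanotan II; Technique: Eu-cAMP/anti-cAMP TR-FRET, emission 671 nm; Times: 30-min compound, 1-h challenge, 1-h detection, room temperature.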
MC4R ag barr: activates human MC4R beta-arrestin recruitment. U2OS MC4R beta-arrestin complementation, luminescence; percent of melanotan II response, DMSO zero. activation, % at 8.9 µM. hit rate 0.98% among 360,000;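 active = activation above a per-plate cutoff, the mean activation of sample wells on that plate plus 3 SD, cut at about 8% in these data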
ABHD5 PLIN5 PPI: ABHD5-PLIN5 protein interaction inhibition; inhibition, % at 4 µM; hit rate 0.78% among 360,000; AID 602281; Q00G26+Q8WTS1; Split G. princeps luciferase complementation, luminescence, 4 h;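 active = inhibition above the mean inhibition across every tested compound plus 3 SD, cut at about 22% in these data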;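 note: 0% = DMSO only wells and the 100% control is not disclosed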
SRC2 inh: inhibits human steroid receptor coactivator 2. HEK293 GAL4-SRC2 luciferase reporter, luminescence. inhibition, % at 9 µM. hit rate 0.17% among 370,000;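 active = inhibition above the mean inhibition of all tested compounds plus 3 SD, set per campaign, cut at about 52% in these data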;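 note: 0% = DMSO treated cells and 100% = cells given Gossypol at 36 µM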
LRH-1 inv ag: inverse agonists of human LRH-1 (NR5A2). AID 602396. HEK293T StAR-luciferase reporter, LRH-1 transfected, 24 h. inhibition, % at 3.6 µM. O00482. hit rate 0.13% among 360,000;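 active = inhibition above the mean inhibition of all tested compounds plus 3 SD, cut at about 73% in these data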;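 note: 0% = DMSO wells and 100% = reporter-only cells lacking LRH-1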
COUP-TFII inh: blocks human COUP-TFII nuclear receptor; HEK293T NGFI-A luciferase reporter, luminescence; inhibition, % at 8.6 µM; hit rate 0.7% among 370,000; AID 686940;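 active = inhibition above a per-plate cutoff, mean inhibition of test wells between control levels plus 3 SD, cut at about 38% in these data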;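 note: cells cotransfected with COUP-TFII expression vector driving the NGFI-A reporter; 0% = median of COUP-TF2 test wells and 100% = reporter-only cells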
LMP1 NFkB inh: inhibitors of Epstein-Barr LMP1-induced NF-kappaB reporter | LMP1-induced NF-kappaB luciferase reporter cells, luminescence | inhibition, % at 12.5 µM | hit rate 0.69% among 350,000 | AID 504558; in the data active = inhibition above about 41%;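 note: 0% = neutral control wells and 100% = reference inhibitor control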
NCOA3 inh: inhibitors of human steroid receptor coactivator 3 (SRC3) | HEK293 GAL4-SRC3 luciferase reporter, luminescence | inhibition, % at 3.6 µM | hit rate 0.17% among 360,000;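 active = inhibition above a per-campaign cutoff, the mean of all compounds plus 3 SD, cut at about 60% in these data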;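 note: 0% = DMSO-treated cells and 100% = gossypol-treated cells at 36 µM; higher means less SRC3-driven luciferase light from the GAL4 reporter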
The depositor's hits bear a star; · = no result given.

SMILES	NOD2-RIPK2 inh	TLR9-MyD88 inh	NCOA1 inh	MC4R antag cAMP	MC4R ag barr	ABHD5 PLIN5 PPI	SRC2 inh	LRH-1 inv ag	COUP-TFII inh	LMP1 NFkB inh	NCOA3 inh
CCOc1ccc(-n2c(SCC(=O)N3CCc4ccccc43)nnc2-c2c[nH]c3ccccc23)cc1	-9	-11	-1	5	-0.2	4	-6	-19	11	-3	-22
O=C(Nc1ccc(F)cc1)c1ccc(C(=O)N2CCOCC2)cc1	8	8	-45	-1	-0.8	-4	-18	-24	-16	0	18
Cc1c(CNC2CCCC(C)C2C)c(C(=O)O)c(C)n1Cc1ccccc1 (stereo not given)	-12	0	-11	11	-1.2	-3	3	-3	8	8	7
COc1ccc(/C=N\NC(=O)c2ccccc2Cl)cc1COc1c(F)c(F)c(F)c(F)c1F	6	5	-1	3	-3.7	4	-5	-2	1	12	9
O=C(Cc1ccc(S(=O)(=O)N2CCOCC2)s1)N1CCN(S(=O)(=O)c2ccccc2[N+](=O)[O-])CC1	-8	-3	-17	9	-1.4	-7	-28	-13	15	2	-12
CCN=C1SC(CC(=O)Nc2ccc(N3CCOCC3)cc2)C(=O)N1CC (stereo not given)	-1	6	-43	4	-2.3	-8	-6	5	0	-1	-2
CC(NC(=O)Cc1cccs1)c1ccc2c(c1)OCO2 (stereo not given)	-2	-6	-3	8	-2.5	-4	5	16	-3	0	7
CCCS(=O)(=O)N1CCCC(c2nc(-c3cccc(OC)c3)no2)C1 (stereo not given)	-11	-5	-18	4	0.5	-12	-51	-20	0	-7	-14
CCCc1nc([N+](=O)[O-])c(S(=O)(=O)c2ccccc2)n1CC(C)C	-6	4	13	0	-0.8	16	30	20	-11	11	32
O=C(O)C(Cc1c[nH]c2ccccc12)NS(=O)(=O)c1cccc(Cl)c1Cl (stereo not given)	-6	-9	-17	29*	1.2	6	-20	10	19	-4	0
COc1ccc(-c2nc(-c3ccc(NC(=O)c4ccncc4)cc3)no2)cc1OC	-2	13	43	7	0.0	-8	·	11	·	27	26
COc1ccc(Oc2c(Cl)cnn(-c3ccc(Cl)c(Cl)c3)c2=O)cc1	2	0	-4	23	1.3	0	4	17	1	36	2

3 entries out of the list, arranged by SMILES length, low to high:
SMILES	NOD2-RIPK2 inh	TLR9-MyD88 inh	NCOA1 inh	MC4R antag cAMP	MC4R ag barr	ABHD5 PLIN5 PPI	SRC2 inh	LRH-1 inv ag	COUP-TFII inh	LMP1 NFkB inh	NCOA3 inh
CCCS(=O)(=O)N1CCCC(c2nc(-c3cccc(OC)c3)no2)C1 (stereo not given)	-11	-5	-18	4	0.5	-12	-51	-20	0	-7	-14
CCCc1nc([N+](=O)[O-])c(S(=O)(=O)c2ccccc2)n1CC(C)C	-6	4	13	0	-0.8	16	30	20	-11	11	32
COc1ccc(/C=N\NC(=O)c2ccccc2Cl)cc1COc1c(F)c(F)c(F)c(F)c1F	6	5	-1	3	-3.7	4	-5	-2	1	12	9

The listing continues.
SMILES	NOD2-RIPK2 inh	TLR9-MyD88 inh	NCOA1 inh	MC4R antag cAMP	MC4R ag barr	ABHD5 PLIN5 PPI	SRC2 inh	LRH-1 inv ag	COUP-TFII inh	LMP1 NFkB inh	NCOA3 inh
Cc1ccnc2nc(C(=O)OCC(=O)NC3CCC(C)CC3)nn12 (stereo not given)	17	4	-2	-3	-1.7	2	-18	3	-12	27	6
CCOC(=O)[C@@H]1[C@H]2COc3ccccc3[C@@H]2N2C(=O)N(c3ccc(F)cc3)C(=O)[C@@]12C	-8	-3	0	4	-1.2	3	13	5	4	-2	-26
Cc1ccc(CCNC(=O)C2CCN(S(=O)(=O)c3c(C)nn(C)c3C)CC2)cc1	-16	-6	-13	0	0.4	4	0	-19	2	0	9
Cc1cc(C)nc(N/N=C/c2ccccc2OCc2ccc([N+](=O)[O-])cc2)n1	-16	-2	-51	9	-0.2	2	-19	-29	1	-17	-23
COc1ccc(CNC(=O)CN(C(=O)CCC(=O)Nc2ccccn2)c2cc(C)ccc2C)cc1	-6	6	6	3	-1.4	-4	13	12	4	-1	12
NC(=O)CC(c1ccccc1)c1ccc2c(c1)OCO2 (stereo not given)	0	-6	-3	-1	-0.1	-2	5	-20	8	2	-9
COc1ccc(/C=C/C(=O)Nc2ccc(C)cc2)cc1S(=O)(=O)N1CCOCC1	-1	-2	5	8	-1.1	-10	-2	-2	29	10	6
Cn1nnnc1SCC1=C(C(=O)O)N2C(=O)C(NC(=O)Cn3nc(C(F)F)cc3C3CC3)C2SC1 (stereo not given)	2	6	-13	4	-1.6	10	29	3	15	3	15
COc1cccc(C(c2c(N)n(C)c(=O)n(C)c2=O)C(C)[N+](=O)[O-])c1 (stereo not given)	-6	1	11	33*	-0.1	4	-1	1	-10	3	12
O=C(Nc1cccc(C(F)(F)F)c1)C(Sc1n[nH]c(=O)[nH]c1=O)c1ccccc1 (stereo not given)	-1	17	13	15	-0.7	1	5	-4	12	7	11
FC(F)(F)c1cccc(NC(=S)NC(c2ccccc2)c2ccccc2)c1	-14	5	12	10	10*	-15	7	1	15	-11	21
COCCNc1c2c(nc3ccccc13)CCC2	0	-5	9	0	-0.8	0	11	-2	12	-30	4
O=C(NCc1ccccc1)C(=O)c1cn(CC(=O)N2CCOCC2)c2ccccc12	1	2	6	1	-1.5	8	-22	15	-13	-8	8
Cc1onc(-c2ccccc2Cl)c1NC(=O)NCc1cccs1	7	0	2	6	0.6	3	8	7	21	-8	6
Cc1ccc2nc(/C=C/c3cccc(F)c3)ccc2c1	-5	-7	-109	-6	-0.7	-3	-44	-161	-52	-31	-98
CCn1cc(C=O)c2cc(S(=O)(=O)N3CCOCC3)ccc21	0	1	20	9	0.3	6	8	-28	-8	-12	7
CC1CCCN(C(=O)CCNS(=O)(=O)c2ccc3c(c2)c(=O)n(C)c(=O)n3C)C1 (stereo not given)	3	11	-46	-5	0.9	8	-15	16	16	8	7
COc1cc(NC(=O)c2ccc(N3CCCC3=O)cc2)cc(OC)c1	-18	5	-32	-6	0.0	9	-34	-22	-38	0	-42
O=C(Cn1nc(Cl)nc1Cl)c1ccccc1	1	-13	3	-5	-0.6	4	22	-1	31	3	2
COC(=O)C1=C(C)NC2=C(C(=O)CCC2)C1c1coc2ccccc2c1=O (stereo not given)	7	-1	0	7	-0.1	1	12	11	3	-6	2
Cc1cccc(-n2cnc3cc(C(=O)NCCN4CCOCC4)ccc32)c1	5	1	8	-5	-0.1	5	-9	-44	-2	5	-42
CCOC(=O)N1CCN(C(=S)NC(=O)c2cc(Br)ccc2Cl)CC1	-8	7	8	3	-0.5	6	-4	-9	11	3	9
CCC1(CC)C(=O)NC(=O)NC1=S	-6	-3	-4	1	-0.5	-5	-6	9	8	-4	-1
O=C(NC1CC(=O)N(c2ccc(F)cc2)C1)C(=O)c1c[nH]c2ccccc12 (stereo not given)	1	-3	-3	11	-2.7	-5	12	1	5	6	2
CCCCC(=O)N(Cc1ccc2c(c1)OCO2)Cc1nc2ccccc2c(=O)[nH]1	-9	-6	1	4	-2.5	1	-4	-2	-5	-6	7
COc1cc(C(=O)N/N=C\c2ccccc2)c([N+](=O)[O-])c(OC)c1OC	3	1	-9	3	0.6	6	-27	8	-8	-3	9
CCOc1ccc(NC(=O)COC(=O)c2cccnc2)cc1	-6	-15	3	15	1.9	-3	-6	-12	5	-7	0
CCOc1ccccc1NC(=O)Nc1cccc(S(N)(=O)=O)c1	-7	·	9	0	-0.8	2	-14	11	16	·	7
Cc1ccoc1C(=O)NCc1occc1C(=O)O	0	5	4	4	0.2	-2	6	14	5	-2	11
CN(C)/C=C(\C#N)S(=O)(=O)c1ccc(Cl)cc1	-20	·	-2	26	-0.1	-5	-7	6	9	-5	20
Cc1ccc(-c2ocnc2C(=O)Nc2ccccc2NC(=O)c2ccccn2)cc1	-4	2	-8	7	0.0	-1	6	12	15	-5	10
CCC(=C/c1sc2ccc3ccccc3c2[n+]1C)/C=C1\Sc2ccc3ccccc3c2N1C	0	-3	0	-21	-1.8	-33	-5	18	0	28	-16
CC(C)(C)c1cc(C(=O)N2CCc3ccccc3C2)ccn1	-11	-4	-14	6	-2.2	-6	-9	13	-1	·	3
CC(C)=CCN1CCN(Cc2ccc(N3CCNC3=O)cc2)CC1CCO (stereo not given)	1	3	-1	3	-0.8	0	-30	1	21	-5	-11
COc1cc(/C=C2/SC(=O)NC2=O)ccc1OC(=O)c1ccco1	-8	-7	-5	-2	-3.5	-7	5	2	1	11	4
Cc1ccc(NC(=O)CN2C(=O)NC(Cc3c[nH]c4ccccc34)C2=O)cc1 (stereo not given)	3	-7	-1	-4	2.5	-3	-15	22	-2	-5	4
CC(C)(COC(=O)Nc1ccccc1)COC(=O)Nc1ccccc1	0	-2	0	9	0.6	-7	5	2	-2	·	6
CCn1cc(C(=O)NC2CCCCCC2)c(=O)c2ccc(C)nc21	-14	5	21	-4	-2.4	12	-14	10	10	10	10
COc1ccc(CC(NC(C)=O)C(=O)NC2CCN(S(=O)(=O)c3cccc4ccccc34)CC2)cc1OC (stereo not given)	-3	-6	6	6	-0.9	8	-48	-2	-15	3	18
COc1cc2c(cc1OC)CN(C(=O)c1ccc(Br)o1)CC2	-7	7	7	15	-0.4	6	-28	8	3	3	-15
COc1ccc(NC(=O)c2coc(C)c2)cc1	3	13	-84	-1	-1.5	-2	-6	-61	-42	-18	-56
O=C1CC(=O)OC(c2ccc([N+](=O)[O-])cc2)O1	-6	1	-17	2	1.2	9	·	9	·	26	78*
CCOC(=O)C1CCCN(C(=O)c2cccc(S(=O)(=O)N3CC(C)OC(C)C3)c2)C1 (stereo not given)	-8	-5	10	12	0.3	5	20	16	9	1	15
CCN(CC)C(=O)c1ncn(C)c1C(=O)N(CC)CC	-1	-1	-6	3	-0.9	0	-54	-2	14	3	-25
Cc1ccc(S(=O)(=O)N(CC2CO2)c2cc(Cl)ccc2Cl)cc1 (stereo not given)	-1	0	3	5	-1.3	-8	8	2	-3	-5	-8
CC(=O)N1N=C(c2ccccc2)OC1(C)CC(=O)Nc1ccccc1 (stereo not given)	-3	0	5	1	-2.3	1	-24	14	-10	2	3
Cn1ncc2c(=O)[nH]cnc21	-4	3	-16	19	-1.5	-3	-7	13	-9	1	-14
O=C(Nc1ccc(F)c(F)c1)c1ccc(-n2cncn2)c([N+](=O)[O-])c1	5	4	8	6	-0.8	12	17	6	6	4	24
CCc1c(C(=O)Nc2ccc(OC)c(Cl)c2)[nH]c(C)c1C(C)=O	0	2	5	5	-1.7	-2	-22	8	-13	3	2
COc1ccc(-n2nc(C(=O)NCC(=O)NCC3COc4ccccc4O3)c3ccccc3c2=O)cc1 (stereo not given)	-5	10	8	0	2.2	13	-17	19	-3	2	25
Cc1ccc(S(=O)(=O)N2CCCN(S(=O)(=O)c3ccc4ccccc4c3)CC2)cc1	-8	-3	7	5	0.2	1	-1	-8	6	-4	10
OCC[C@@H]1C[C@H](O)[C@@H](O)[C@@]2(OCc3cc(Cl)ccc32)O1	9	3	10	8	-1.3	-13	3	-16	8	-1	-7

Assay outcomes from PubChem BioAssay.

A portion of the library; rates above refer to the full screens.
